HRas wt GTP bind – modulators of GTP binding to HRas wildtype, primary screen, biochemical, bead-based flow cytometry, multiplex. 190,000 compounds, 0.14% hits. GTPase HRas (Homo sapiens), P01112. AID 759, 2007. GTP binding activity, % at 10 µM. GST-Ras wt beads, Bodipy-FL-GTP binding; actives lie on both sides;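 active means GTP binding activity at least 20% away from the 100% baseline, either lowered as inhibitor or raised as activator; inconclusive means flagged as likely green fluorescent, judged across all proteins in the well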;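 further: 0% = unlabeled GTP competition control and 100% = no-compound control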
Target sequence (P01112 whole entry, looked up): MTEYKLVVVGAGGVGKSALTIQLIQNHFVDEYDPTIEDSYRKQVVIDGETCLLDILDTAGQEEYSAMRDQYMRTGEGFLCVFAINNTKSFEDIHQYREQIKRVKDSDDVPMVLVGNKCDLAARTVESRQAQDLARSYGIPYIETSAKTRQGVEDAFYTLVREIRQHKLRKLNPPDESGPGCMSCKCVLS
Rac1 wt modul – wildtype Rac1 GTP binding modulators, primary screen, biochemical, GST-Rac1 beads, flow cytometry, multiplex. fluorescent GTP binding; actives lie on both sides; 0 = cold GTP competed, 100 = untreated. GTP binding activity (% of control), % at 10 µM. 190,000 compounds, 0.27% hits. AID 757, 2007;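 active means GTP binding activity at least 20 points away from the 100% control level, either lower or higher; inconclusive means compound flagged as likely green fluorescent, judged across all proteins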
RGS8-Gao – RGS8-Galphao binding modulators, primary screen, biochemical, multiplexed bead flow cytometry | Guanine nucleotide-binding protein G(o) subunit alpha (Homo sapiens), P09471 | actives lie on both sides | response (percent of control binding), % at 10 µM | 220,000 compounds, 0.34% hits | AID 1423, 2008; in the data active means response below about 60% or above about 140%; inactive means in between;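 further: Galphao activated as the GDP aluminium fluoride complex binding bead-coupled RGS8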
Target sequence (P09471 whole entry, looked up): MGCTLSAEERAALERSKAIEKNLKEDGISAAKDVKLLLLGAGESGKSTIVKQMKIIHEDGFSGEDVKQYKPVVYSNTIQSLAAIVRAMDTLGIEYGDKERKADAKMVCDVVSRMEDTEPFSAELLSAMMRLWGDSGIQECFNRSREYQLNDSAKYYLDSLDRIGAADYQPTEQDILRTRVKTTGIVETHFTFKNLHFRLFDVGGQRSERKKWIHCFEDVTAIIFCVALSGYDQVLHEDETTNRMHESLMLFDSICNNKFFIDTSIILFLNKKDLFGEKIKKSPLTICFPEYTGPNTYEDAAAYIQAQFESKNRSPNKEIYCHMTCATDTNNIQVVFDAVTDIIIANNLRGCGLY
Cdc42 wt GTP – modulators of GTP binding to wildtype Cdc42, primary screen, biochemical, multiplex bead flow cytometry, Bodipy-GTP; Cell division control protein 42 homolog (Homo sapiens), P60953; GST-Cdc42 beads; actives lie on both sides; percent activity (GTP binding), % at 10 µM; 190,000 compounds, 0.2% hits;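 active means percent activity GTP binding at least 20 points away from the 100% baseline, either down as inhibitor or up as activator; inconclusive means compound flagged as likely green fluorescent from well-wide comparison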;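 further: median bead fluorescence of bound Bodipy-FL-GTP at 100 nM; 0% = excess unlabeled GTP control and 100% = no compound control; below 100% means less GTP binding so inhibitor and above means activator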
Target sequence (P60953 whole entry, looked up): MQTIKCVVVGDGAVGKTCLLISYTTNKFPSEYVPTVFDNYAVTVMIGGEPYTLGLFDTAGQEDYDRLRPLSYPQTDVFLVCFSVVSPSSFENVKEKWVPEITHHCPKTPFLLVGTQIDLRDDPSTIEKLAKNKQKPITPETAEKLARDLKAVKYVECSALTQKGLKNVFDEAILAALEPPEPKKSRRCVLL
Rab7 wt modul – modulators of GTP binding to Rab7, primary screen, biochemical, wildtype, multiplex bead flow cytometry. GTP binding activity (percent of control), % at 10 µM. GST-Rab7 beads, fluorescent GTP binding; actives lie on both sides; untreated = 100%, excess cold GTP = 0%. 190,000 compounds, 0.055% hits. AID 758, 2007. Rab7 GTPase wild type (dog), Bodipy-FL-GTP binding;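 active means fluorescent GTP binding to Rab7 beads changed by at least 20 points from the 100% baseline, either direction, mostly lower; inconclusive means compound itself probably fluorescent, or too few beads counted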;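 further: median green fluorescence of bound Bodipy-FL-GTP per Rab7 bead population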
Mcl1-Noxa inh – Mcl-1/Noxa binding inhibitors, primary screen, biochemical, TR-FRET, 1536-well | 220,000 compounds, 1.5% hits | Induced myeloid leukemia cell differentiation protein Mcl-1 (Homo sapiens), Q07820 | inhibition, % at 21.7 µM | TR-FRET Mcl-1/Noxa peptide binding, 2 h;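 active means compounds that cut the protein-peptide binding signal by more than 50% relative to plate controls in a single-dose test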;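 further: His-tagged Mcl-1 with rhodamine Noxa BH3 peptide and terbium anti-His antibody; 0% = Mcl-1 plus Noxa peptide wells and 100% = peptide-only wells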
Mcl-1 Bim block – inhibitors of Bim peptide binding to Mcl-1, primary screen, biochemical, bead-based flow cytometry, multiplex; Induced myeloid leukemia cell differentiation protein Mcl-1 (Homo sapiens), Q07820; Bim peptide-Mcl-1 binding; inhibition, % at 10 µM; 190,000 compounds, 0.1% hits; in the data active means inhibition above about 40%;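 further: 0% = no compound tracer wells and 100% = peptide blocker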
Pf gamet viab – late stage P. falciparum gametocyte viability inhibitors, primary screen, ATP luminescence, HTS; 150,000 compounds, 0.065% hits; P. falciparum stage V gametocytes, 24 h; inhibition, % at 10.9 µM;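 active means inhibition above the mean plus 3 SD of compounds within the control limits, set per campaign, cut at about 38% in these data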;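 further: 0% = DMSO wells and 100% = medium only without gametocytes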
Mcl1-Bid inh – Mcl-1/Bid binding inhibitors, primary screen, biochemical, TR-FRET, 1536-well; TR-FRET Mcl-1/Bid-Dy647 peptide binding; Induced myeloid leukemia cell differentiation protein Mcl-1 (Homo sapiens), Q07820; inhibition, % at 21.7 µM; 220,000 compounds, 0.97% hits;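 active means compounds that cut the binding signal by more than half at the single screening dose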;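 further: His-tagged Mcl-1 with europium anti-His antibody binding Bid BH3 peptide; 0% = Mcl-1 plus peptide wells and 100% = peptide-only wells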
Rab2 wt GTP – modulators of GTP binding to Rab2A wildtype, primary screen, biochemical, dog, bead-based flow cytometry, multiplex; Ras-related protein Rab-2A (Canis lupus familiaris), P61105; GST-Rab2 wt beads, Bodipy-GTP binding; GTP binding activity, % at 10 µM; 190,000 compounds, 0.19% hits; AID 760, 2007;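 active means GTP binding activity at least 20 points away from 100%, either lowered or raised; inconclusive means signal likely due to the compound's own green fluorescence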;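 further: 0% = beads with excess unlabeled GTP and 100% = no-compound control corrected for plate trend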
Rac1 act GTP bind – GTP binding modulators of activated mutant Rac1, primary screen, biochemical, bead-based flow cytometry, multiplex, fluorescent GTP; Ras-related C3 botulinum toxin substrate 1 (Homo sapiens), P63000; GST-Rac1 activated beads; actives lie on both sides; 100% means binding = to untreated wells; percent activity (GTP binding), % at 10 µM; 190,000 compounds, 0.11% hits;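 active means GTP binding at least 20 percentage points away from the 100% baseline, in either direction, so actives lie on both sides; inconclusive means Compound likely fluorescent itself, or too few beads counted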
Numbers without * were called inactive; u = inconclusive; x = not tested or not shown. Rows are unselected. Share with any hit: about 2.9%.

SMILES	HRas wt GTP bind	Rac1 wt modul	RGS8-Gao	Cdc42 wt GTP	Rab7 wt modul	Mcl1-Noxa inh	Mcl-1 Bim block	Pf gamet viab	Mcl1-Bid inh	Rab2 wt GTP	Rac1 act GTP bind
Cc1ccc(C)c2sc(NC(=O)c3nc4ccccc4s3)nc12	99	100	105	98	94	17	0	x	32	99	98
COc1ccc2c(Cl)c(C(=O)NCC3CCCO3)sc2c1Cl (stereo not given)	102	105	102	103	104	-26	-3	x	-5	103	101
CC(=O)N/C(=C/c1ccc(Cl)cc1)C(=O)NCCc1c[nH]c2ccccc12	99	97	105	97	102	2	0	-2	-45	98	93
CCc1nc2cc3sc(CC)nc3cc2s1	99	100	101	101	103	12	-4	-14	-24	100	100
Cc1nc2sccn2c1-c1csc(NCc2ccccc2)n1	103	105	98	101	102	22	-4	x	33	99	100
CC(C)(C)NC(=O)c1ccc(COCC(F)(F)F)o1	96	93	101	98	92	-8	0	-4	0	93	92
CC(C)c1ccc(C2=NN(c3ccccc3)C(=O)CC2)cc1	99	103	103	100	102	-3	-4	-20	4	100	100
NNC(=O)CSc1ncc(-c2ccccc2)[nH]1	101	103	101	100	109	-2	-4	-2	-17	103	99
O=C(Cn1cc(C(F)(F)F)ccc1=O)N/N=C/c1ccccc1	95	101	101	93	96	4	-4	0	-22	95	98
C#CCOCCOCCOCCNc1nc(N2CCOCC2)nc(N2CCN(C(=O)[C@H]([C@@H](C)CC)n3cc(CCCCN)nn3)CC2)n1	98	103	100	100	93	33	-2	-3	34	98	100
CNCC/C=C1/c2ccccc2CSc2ccccc21	94	98	103	102	94	25	-2	-21	-16	95	94
O=[N+]([O-])c1ccc(-n2cccc2/C=N/Nc2nc(N3CCCCC3)nc(N3CCCCC3)n2)cc1	100	100	106	96	108	-1	0	x	-19	101	95
O=C(O)CCCC(=O)Nc1cccc(-c2nc3ccccc3[nH]2)c1	102	103	103	105	104	17	0	-28	-4	101	100
NC(=O)c1cc2cc(Cc3ccccc3Cl)ccc2oc1=O	94	96	99	94	97	3	2	x	-6	96	94
O=C(NNC1CC(c2ccccc2)=NN1C(=O)c1ccccc1)c1ccccc1 (stereo not given)	98	94	108	94	105	-3	0	23	-4	99	97
N#Cc1sc2nc(C3CC3)cc(-c3ccc(Cl)cc3)c2c1N	99	105	104	100	101	17	-3	9	-5	98	98
Cc1cc(C)n(CCn2nc(C)cc2C)n1	102	103	105	103	101	13	0	-3	-11	100	99
CCOCCCn1c(=NC(=O)c2ccc(OC)c(OC)c2)c(C#N)cc2c(=O)n3cccc(C)c3nc21	102	103	92	102	98	5	1	x	-21	101	101
O=C(Cc1ccccc1)NCc1n[nH]c(=S)n1-c1ccccc1	98	99	100	96	106	1	0	7	-38	103	96
CC(C)CCC(C(=O)O)C(C)CC(=O)NC1CCCCC1 (stereo not given)	99	97	101	98	100	13	-2	2	2	98	98
COC(=O)c1cnn(-c2ccc(C)c(C)c2)c1-n1cccc1	98	103	117	97	91	11	-4	x	-55	94	98
CCOc1ncccc1C(=O)Nc1ccc(F)c(Cl)c1	94	95	116	94	98	3	-1	1	3	96	96
O=C(CN(Cc1ccco1)C(=O)Cn1nnc(-c2cccs2)n1)NCc1ccccc1	95	97	104	95	91	-1	1	x	-39	94	93
O=C(NC1CCCCCC1)C1c2ccccc2C(=O)N1Cc1ccco1 (stereo not given)	96	94	100	96	93	24	-6	-18	-6	95	93
COC(=O)c1ccc(CSc2nnc(Nc3ccc(OC)cc3)s2)o1	107	111	96	107	102	19	-3	-1	-33	108	101
CCN(Cc1ccccc1)C(=O)COC(=O)c1cnc(C)cn1	96	97	102	93	106	-2	0	-11	-1	97	95
CCCN(CCC)CCCNC(=O)c1cn(CC)c2ccc(S(=O)(=O)N3CCc4ccccc4C3)cc2c1=O	94	93	97	89	99	21	-4	16	-1	95	95
CSc1sc(C(=O)O)c(C)c1C(C)=O	99	99	93	102	96	7	-1	x	-6	100	97
COc1ccc(C(=O)N2CC(=O)N(CCc3ccccc3)C(=O)C2)cc1OC	94	95	100	95	95	-33	3	x	-25	96	96
O=C1c2ccccc2C(=O)N1Cc1ccccn1	94	94	101	95	98	-6	1	x	-27	96	94
CS(=O)(=O)c1ccc(C(=O)OCc2nnc(-c3ccccc3)o2)cc1[N+](=O)[O-]	87	89	96	76*	100	22	-2	-10	20	85	74*
Cc1ccc(Cc2cncc(O)c2)cc1S(=O)(=O)O	98	98	103	98	100	-2	-1	x	-17	97	92
CC1=C(C#N)C(c2cccnc2)C2=C(CCCC2=O)N1 (stereo not given)	100	104	99	98	101	2	-1	26	-3	98	98
Cc1nc2ccc(NC(=O)Cc3ccc4c(c3)OCCO4)cc2s1	101	104	100	104	101	-4	-1	x	-10	98	100
O=C(CSc1ccc2nnc(-c3cccc(F)c3)n2n1)NCC1CCCO1 (stereo not given)	u	u	86	u	u	39	-5	x	-99	u	u
CCn1cnc2cc(NCc3ccc(OC)cc3)ccc21	100	100	99	102	98	22	0	x	-35	99	100
COc1cc2c(cc1OC)-c1cc(OCc3cccnc3)nc(=O)n1CC2	100	99	97	97	103	5	3	x	-21	100	99
Nc1nnc(-c2ccc(F)cc2)s1	102	105	100	102	103	4	1	x	-5	102	99
COc1ccc(OC)c(NC(=O)c2cc(-c3cc(Cl)ccc3O)n[nH]2)c1	100	102	97	101	95	12	-3	2	8	98	98
Cc1ccc(NC(=O)CN(C)C(=O)Cn2ncc(Cl)c(Cl)c2=O)cc1	98	104	104	104	98	37	-5	14	-19	98	99
C/C(=N\NC(=O)c1ccccc1)c1ccccc1Br	100	98	102	98	96	4	-1	-10	-5	99	98
COC(=O)CSc1nnc(CNc2ccc(OC)cc2)n1C	104	110	99	105	103	-13	-2	x	-48	102	102
CCN(CC)S(=O)(=O)c1ccc(S(=O)(=O)Nc2ccc(C(=O)N3CCCC3)cc2)cc1	104	104	100	106	105	9	2	x	-10	102	101
COc1ccc(-c2csc(NC(=O)COC(=O)c3ccc(Br)o3)n2)cc1	102	104	89	97	100	8	-2	x	-7	102	103
COc1cc(OC)cc(C(=O)N2CCN(C(=O)Cc3ccccc3)CC2)c1	102	104	101	103	100	0	-1	-36	5	103	101
Cc1ccc(C2Nc3cccc4cccc(c34)N2)s1	98	102	104	103	95	42	-3	x	-24	100	96
O=c1[nH][nH]cc1C=Nc1ccc(Oc2ccccc2)cc1	99	103	99	99	102	12	0	-16	-62	100	99
COc1ccc(O)c(C(=O)c2cc(C(=O)NCCc3ccccc3)c(=O)n(CCc3ccccc3)c2)c1	101	101	76	100	106	27	0	-8	-48	102	101
COc1ccc(CC(=O)OCC(=O)Nc2ncc(Cl)cc2Cl)cc1	95	98	102	95	93	11	-9	-18	-51	97	97
CN(C)c1ccc(C(=O)NCC2CCCO2)cc1 (stereo not given)	94	97	94	97	94	0	-2	x	-26	96	94

Reformatted with each value named: part of the list above
> COC(=O)CSc1nnc(CNc2ccc(OC)cc2)n1C
  HRas wt GTP bind = 104 | Rac1 wt modul = 110 | RGS8-Gao = 99 | Cdc42 wt GTP = 105 | Rab7 wt modul = 103 | Mcl1-Noxa inh = -13 | Mcl-1 Bim block = -2 | Pf gamet viab = x | Mcl1-Bid inh = -48 | Rab2 wt GTP = 102 | Rac1 act GTP bind = 102
> COc1cc(OC)cc(C(=O)N2CCN(C(=O)Cc3ccccc3)CC2)c1
  HRas wt GTP bind = 102 | Rac1 wt modul = 104 | RGS8-Gao = 101 | Cdc42 wt GTP = 103 | Rab7 wt modul = 100 | Mcl1-Noxa inh = 0 | Mcl-1 Bim block = -1 | Pf gamet viab = -36 | Mcl1-Bid inh = 5 | Rab2 wt GTP = 103 | Rac1 act GTP bind = 101
> CN(C)c1ccc(C(=O)NCC2CCCO2)cc1 (stereo not given)
  HRas wt GTP bind = 94 | Rac1 wt modul = 97 | RGS8-Gao = 94 | Cdc42 wt GTP = 97 | Rab7 wt modul = 94 | Mcl1-Noxa inh = 0 | Mcl-1 Bim block = -2 | Pf gamet viab = x | Mcl1-Bid inh = -26 | Rab2 wt GTP = 96 | Rac1 act GTP bind = 94

Remaining list, next part.
SMILES	HRas wt GTP bind	Rac1 wt modul	RGS8-Gao	Cdc42 wt GTP	Rab7 wt modul	Mcl1-Noxa inh	Mcl-1 Bim block	Pf gamet viab	Mcl1-Bid inh	Rab2 wt GTP	Rac1 act GTP bind
Cc1cc(C)n2nc(C(=O)N/N=C/c3c4ccccc4cc4ccccc34)nc2n1	101	100	104	99	101	40	-4	3	-25	100	101
CC(=O)[C@H]1CC[C@H]2[C@@H]3CCC4=CC(=O)CC[C@]4(C)[C@H]3[C@H](O)C[C@]12C	101	101	x	99	103	-28	-1	x	-1	99	98
CCCCC(=O)Nc1ccc(NC(=O)C(C)C)cn1	97	98	100	97	95	6	5	x	-29	95	96
O=C(CN1C(=O)S/C(=C/c2ccncc2)C1=O)N1CCOCC1	97	103	100	99	98	18	-2	12	-71	95	100
COc1ccc(Nc2nc(-c3ccccc3)cs2)cc1	100	106	97	98	104	13	-4	-10	-58	100	98
